Source: PubChem
MmCpn inh – Inhibitors of TCP-1 ring complex (TRiC) of Methanococcus maripaludis (MmCpn): qHTS; purified Mm-Cpn ATPase, ADP Transcreener TR-FRET; Potency, µM (series often up to 76.9 µM), inactives show at the highest dose activity, negative = inhibition, hits mostly inhibitors; 330,000 tested, 0.031% active; AID 504842, 2011; note: potency is the fitted concentration of half-maximal effect; % is set by controls: 0 for no effect and ±100 for the full control effect; nearly all actives have a fitted effect of over 80% in size
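25 nM Mm-CPN + cpd, 10 min 37°C; + 10 uM ATP, 30 min 37°C; buffer 30 mM Tris pH 7.4, 100 mM KCl, 5 mM MgCl2, 1 mM DTT; Transcreener ADP HTRF detection 30 min RT.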
A549 tox – Nrf2 qHTS screen for inhibitors: counterscreen for cytotoxicity. A549 ARE-Fluc cells, CellTiter-Fluor viability, 18-24 h. Potency, µM (highest dose often 46 µM), inactives show at the highest dose activity change, negative = cytotoxicity, usual class: inhibitors. 390,000 tested, 0.16% active; note: potency is the fitted concentration of half-maximal effect; % is set by controls: 0 for no effect and ±100 for the full control effect
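A549 ARE_Fluc cells in 5% FBS OPTI-MEM were exposed to compounds in concentration-response for 18-24 h at 37 deg C. Viability was read by CellTiter-Fluor fluorescence (Ex 405/Em 525) after 30 min, before the luciferase read.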
Nrf2 inh – Nrf2 qHTS screen for inhibitors | A549 ARE-Fluc reporter, luciferase luminescence, 18-24 h | Potency, µM (series often up to 46 µM), without a hit: at the top dose activity change, negative = inhibition, usual class: inhibitors | 360,000 tested, 2.1% active; note: potency is the fitted concentration of half-maximal effect; % is set by controls: 0 for no effect and ±100 for the full control effect; nearly all actives have a fitted effect of over 60% in size
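Nrf2 function is reported as luminescence of an ARE-controlled luciferase in A549 cells. Compounds were tested at several concentrations, and a CellTiter-Fluor read on the same wells flagged cytotoxicity.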
Nrf2 activator – qHTS of Nrf2 Activators; AREc32 ARE-luciferase reporter (MCF7-derived line), luminescence, 24 h; Potency, µM (series often up to 46.1 µM), without a hit: at the top dose activation, most hits filed as activators; 410,000 tested, 0.31% active; AID 624171, 2012; note: potency is the fitted concentration of half-maximal effect; % of control where 0% means no effect; nearly all actives have a fitted effect of over 65% in size
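For detection, Steady-Glo was added and plates sat 30 min at RT; before that, AREc32_Fluc cells grown overnight in OPTI-MEM/5% FBS had been treated with 23 nL compound for 24 hr at 37 deg C.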
TGFb SMAD3 inh – qHTS for Inhibitors of TGF-b; HepG2 CAGA-GFP TGF-b/SMAD3 reporter, GFP fluorescence, 18 h; TGF-beta stimulated, 500 pg/mL final; Potency, µM (series often up to 46.1 µM), for inactives: at the top dose activity, negative = inhibition, most hits filed as inhibitors; 410,000 tested, 1.2% active; AID 588855, 2011; note: potency is the fitted concentration of half-maximal effect; % is set by controls: 0 for no effect and ±100 for the full control effect; nearly all actives have a fitted effect of over 65% in size
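TGF-beta reporter screen: HEPG2 CAGA-GFP, 1% FBS, 500 pg/mL TGF-beta final, 18 h; per-cell GFP summed per well; curves fitted and categorized by class.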
pAkt inh – HTS Assay for Inhibitors of Akt Phophorylation: Primary Screen. Neuro2A IGF-stimulated pAkt S473 HTRF, 20 min; active compounds read low. activity change, % for hits at 50 µM. 360,000 tested, 0.32% active. AID 651550, 2012; in the data active = activity change below about -80%; inconclusive = mostly about -51% to -80%; note: % is set by controls: 0 for no effect and ±100 for the full control effect
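Neuro2A cells in DMEM with 0.5% FBS, overnight at 37 deg C, given compound at single 50 µM final, then IGF (6 nM final) for 20 min at 37 deg C. Lysed; phospho-Akt Ser473 by HTRF after 24 h, 665/615 ratio.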
S2 tox – Viability Counterscreen for Primary qHTS for Inhibitors of ATXN expression; 400,000 tested, 0.49% active; S2 cells (HEK-293 line with an ATXN2-luciferase reporter) viability, CellTiter-Fluor protease fluorescence, 24 h; Potency, µM (doses to about 56.7 µM), actives largely listed as cytotoxic; note: potency is the fitted concentration of half-maximal effect; nearly all actives have a fitted effect of over 40% in size
HepG2 tox – qHTS for Inhibitors of TGF-b: Cytotox Counterscreen; HepG2 CAGA-GFP viability, ATP luminescence, 18 h; Potency, µM (doses to about 46.1 µM), without a hit: at the highest dose activity change, negative = cytotoxicity, actives largely listed as cytotoxic; 410,000 tested, 0.76% active; AID 588856, 2011; note: potency is the fitted concentration of half-maximal effect; some results filed as inactive show a strong effect at the top dose
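CellTiter-Glo luminescence gave cytotoxicity after 18 hours at 37 degrees C. The cells were HepG2 CAGA-GFP in 1% FBS DMEM, stimulated with 500 pg/mL TGF-beta after compound addition. %Activity was normalised to no-cell wells (complete cell-killing) and DMSO (no toxicity), and curves were fitted and classified.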
CCT modulator – High-Throughput Screening for Modulators of Cytosolic Chaperonin Activity. purified chaperonin ATPase assay, HTRF ADP detection, 30 min. activity change, % (test concentration not listed), hits read low. 360,000 tested, 0.3% active; in the data active = activity change below about -30%; note: % is set by controls: 0 for no effect and ±100 for the full control effect
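TRiC at 40 or 20 nM final (batch-dependent) in 30 mM Tris pH 7.4, 100 mM KCl, 5 mM MgCl2, 1 mM DTT, with compound at single 76 uM and 10 uM ATP, 30 min at 37 deg C. ADP detected by HTRF Transcreener, 665/615 ratio.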
* = called active by the depositor; i = inactive; ? = inconclusive; nt = not tested or not shown. Unless noted, calls come from the whole dose curve; as a rule, active = well fitted curve in the direction sought with a large enough effect; inconclusive = small, poorly fitted or top-dose-only effect, or another doubt; inactive = no such curve, though single readings can be large; an effect the other way counts as inactive or inconclusive.

Below each SMILES – MmCpn inh | A549 tox | Nrf2 inh | Nrf2 activator | TGFb SMAD3 inh | pAkt inh | S2 tox | HepG2 tox | CCT modulator
- CCOc1cnc(C(=O)NNC(=O)c2ccccc2Br)o1
 : 0% | -2% | 5% | -0.4% | -13% | i | i | 2% | 0.5
- O=C(CSc1nccc(=O)[nH]1)Nc1ccccc1Sc1ccccc1
 : 1% | 5% | 2% | -0.3% | -9% | i | i | 7% | -2.5
- COc1ccccc1NS(=O)(=O)c1cc(C(=O)NCC(c2ccco2)N2CCCCC2)ccc1C (stereo unspecified)
 : -1% | ? | -19% | 0.7% | 2% | i | i | -56% | -2.4
- Cc1cc(=O)oc2cc(NC(=S)NCc3cccnc3)ccc12
 : 2% | -1% | -17% | 9.1% | -4% | i | ? | -10% | -3.2
- Cc1cc(OCCn2c(C3CC(=O)N(Cc4ccc(F)cc4)C3)nc3ccccc32)ccc1Cl (stereo unspecified)
 : nt | 0% | 0% | -3.2% | 13µM* | nt | nt | -102% | nt
- Cc1ccccc1NC(=O)c1ccc(OCC(=O)Nc2ccccc2F)cc1
 : 0% | ? | -6% | 0.2% | -25% | i | i | -23% | -1.1
- COc1ccc(S(=O)(=O)Cc2ccc(C(=O)NCC(OC)OC)o2)cc1
 : -1% | 2% | 3% | -0.7% | 0% | i | i | 2% | -7.5
- COc1cccc(CC(=O)OCC(=O)c2cc(OC)c(OC)c(OC)c2)c1
 : -5% | -3% | 4% | 0.2% | 16% | i | ? | 2% | -0.9
- CC(C)NC(=O)c1ccc(NC(=O)CC2SC(N3CCCC3)=NC2=O)cc1 (stereo unspecified)
 : 1% | -6% | 12% | -0.6% | 8% | i | i | 15% | 0.1
- O=C(Nc1ccc(C(=O)N2CCCCC2)cc1)c1nsc2ccccc12
 : nt | -5% | nt | -1.1% | 9% | nt | ? | -75% | nt

Compound profiles, from the list above:
Profile of `CCOc1cnc(C(=O)NNC(=O)c2ccccc2Br)o1` → MmCpn inh: 0%; A549 tox: -2%; Nrf2 inh: 5%; Nrf2 activator: -0.4%; TGFb SMAD3 inh: -13%; pAkt inh: i; S2 tox: i; HepG2 tox: 2%; CCT modulator: 0.5
Profile of `Cc1cc(=O)oc2cc(NC(=S)NCc3cccnc3)ccc12` → MmCpn inh: 2%; A549 tox: -1%; Nrf2 inh: -17%; Nrf2 activator: 9.1%; TGFb SMAD3 inh: -4%; pAkt inh: i; S2 tox: ?; HepG2 tox: -10%; CCT modulator: -3.2

(listing goes on)
Below each SMILES – MmCpn inh | A549 tox | Nrf2 inh | Nrf2 activator | TGFb SMAD3 inh | pAkt inh | S2 tox | HepG2 tox | CCT modulator
- Cc1ccc(S(=O)(=O)N2CCN(CC(=O)NCC3(N4CCOCC4)CCCCC3)CC2)cc1
 : 0% | -4% | 8% | 0.1% | 0% | i | ? | 0% | -0.4
- O=C(N/N=C/c1cccnc1)c1cccc(NC(=O)c2cccc(Br)c2)c1
 : 0% | 1% | ? | 3.7% | 0% | i | i | -4% | -1.6
- c1cncc(CN2CCN(c3cc(-c4cnc5ccccc5c4)nc4ccnn34)CC2)c1
 : nt | nt | nt | -0.6% | 2% | i | i | -11% | 1.8
- O=C(Cc1ncc(C(F)(F)F)cc1Cl)N1CCN(c2cccc(Cl)c2)CC1
 : 1% | -16% | -14% | -0.3% | -13% | nt | nt | -2% | 0.8
- COc1cccc(C(=O)NC2CC3CCCC(C2)N3CC(=O)Nc2ccccc2C(F)(F)F)c1 (stereo unspecified)
 : -4% | 2% | ? | 2.3% | ? | i | ? | -7% | -1.8
- CCOC(=O)c1c(C)[nH]c(C)c1S(=O)(=O)N1CCCC(C(=O)NCc2ccc(N(C)C)cc2)C1 (stereo unspecified)
 : nt | 2% | 10% | -0.9% | -20% | nt | i | -4% | nt
- Cc1cc(C2(c3ccc(O)c(C)c3)C(=O)N(C)c3ccc(Br)cc32)ccc1O
 : nt | 0% | 8% | 4.8% | ? | i | nt | -121% | -1.3
- O=C(CCC1CCCC1)N1CCC(N2CCN(c3ccccc3)CC2)CC1
 : 0% | 4% | 9% | -0.8% | -7% | i | i | -37% | -2.4
- C[C@H](CO)N1C[C@H](C)[C@@H](CN(C)S(=O)(=O)c2cccc(C#N)c2)OCc2cnnn2CCCC1=O
 : nt | nt | nt | -0.3% | 18% | i | i | -13% | -1.6
- Cc1nn(Cc2ccccc2)c(C)c1NC(=O)CCC(=O)O
 : 3% | 7% | ? | -0.7% | 11% | i | i | -3% | -1.1
- C=CCn1cccc(/C=C/C(=O)c2ccc(C(C)(C)C)cc2)c1=S
 : -7% | ? | ? | -1.7% | ? | i | nt | -108% | -0.1
- CCn1c(CC(=O)Nc2ccc(C)c(Cl)c2)nnc1SCc1ccc(Cl)c(Cl)c1
 : 0% | 3% | 4% | -0.4% | -28% | i | i | -4% | -0.1
- CCOc1ccc(OCCC(=O)Nc2cccc(S(=O)(=O)N3CCCC3)c2)cc1
 : 0% | ? | ? | 1.7% | 0% | i | i | -22% | -2.0
- CN(C)C(=O)CCSc1nnc(-c2ccncc2)o1
 : -10% | -1% | ? | -0.1% | 3% | i | i | -3% | 4.6
- CCCn1c(C)cc(C(=O)COC(=O)c2ccc(Cl)c(S(=O)(=O)N3CCCC3)c2)c1C
 : -1% | -3% | nt | 3.9% | 11% | i | i | 4% | 0.6
- C=CCSc1nc2sc3c(c2c(=O)[nH]1)CCC3
 : 4% | -5% | 2% | 0.0% | 2% | i | i | 6% | -0.6
- COc1ccc(/C=N/Nc2nc3ccccc3s2)cc1O
 : 2% | -3% | ? | -0.2% | -8% | i | i | -29% | -2.6
- Clc1ccc(-c2cn3cccnc3n2)cc1
 : -1% | 9% | nt | 0.3% | ? | i | i | -22% | 2.3
- CCOC(=O)C#CC(CCc1ccccc1)OS(N)(=O)=O (stereo unspecified)
 : 3% | 14% | -1% | 14% | 0.71µM* | i | i | -28% | -1.5
- CCCOC(=O)CSC1=C(C#N)C(c2ccccc2Cl)CC(=O)N1 (stereo unspecified)
 : -5% | -5% | ? | 2.6% | -19% | i | i | -16% | 0.6
- Cc1nn(-c2ccccc2)c(C)c1NC(=O)COC(=O)c1cc([N+](=O)[O-])ccc1NCCO
 : 2% | -20% | -5% | 0.5% | 5% | i | i | 1% | 0.8
- CC(=O)N1CCc2cc(CNC(=O)Nc3cc(Cl)ccc3C)ccc21
 : nt | -7% | nt | 0.5% | 0% | nt | nt | 0% | nt
- CCCCc1nc(S(=O)(=O)c2ccc(Cl)cc2)c(N2CCOCC2)o1
 : 0% | -9% | 7% | -0.8% | 0% | i | i | 8% | -1.2
- COCC(C)n1c(C)cc(C(=O)CSc2nnc(N)s2)c1C (stereo unspecified)
 : 1% | -10% | 8% | -0.8% | 6% | i | i | 0% | -1.6
- CN(C)C(=O)CN1C(=O)NC2(CCc3ccccc32)C1=O (stereo unspecified)
 : 0% | -2% | -13% | -0.1% | 0% | i | i | 0% | -0.7
- CCN(CC)CCNC(=O)c1ccc(NC(=O)c2cc(-c3ccco3)nc3ccccc23)cc1
 : 0% | 16% | ? | 25% | -12% | i | ? | -73% | -6.7
- Cc1ccsc1/C=N/NC(=O)c1cc(-c2ccncc2)nc2ccccc12
 : -1% | -10% | 30% | 4.3% | ? | i | i | -14% | -1.4
- O=C(Nc1nc2ccccc2s1)c1cc(-c2ccccc2)nn1-c1ccccc1
 : 1% | -11% | 3% | 2.5% | -10% | i | i | 1% | -0.7
- CC(C)N1C2OC(C3OC4C(O3)N(C(C)C)S(=O)(=O)N4C(C)C)OC2N(C(C)C)S1(=O)=O (stereo unspecified)
 : 0% | -1% | 11% | 0.2% | 0% | i | i | -4% | 1.8
- Cc1ccccc1OCC1CN(CN2CCOCC2)C(=O)O1 (stereo unspecified)
 : 3% | -10% | 2% | -0.6% | -29% | i | i | 1% | 1.8
- C#CCOCCOCCOCCNc1nc(N2CCN(C(=O)[C@H](CCCCN)n3cc(CCC(=O)O)nn3)CC2)nc(N2CCN(C(=O)[C@H](CCCCN)n3cc(CC(C)O)nn3)CC2)n1 (stereo partly specified)
 : -1% | -3% | 6% | -0.3% | -18% | i | i | 0% | 0.0
- COC(=O)c1cn(C)c2ccc(S(=O)(=O)N3CCCCC3)cc2c1=O
 : 1% | 2% | nt | -1.6% | 0% | i | i | -2% | 1.0
- CCn1cc(Cl)c(C(=O)Nc2cc(C(=O)OC)cc(C(=O)OC)c2)n1
 : -10% | 2% | 4% | 0.1% | -11% | i | nt | 1% | -11
- O=C(O)COc1ccccc1/C=N/NC(=O)CSc1nc2ccccc2c(=O)n1-c1ccccc1
 : 0% | -2% | 9% | -0.4% | -9% | i | ? | -2% | -0.3
- O=C(COC(=O)c1cc(S(=O)(=O)N2CCOCC2)cs1)c1ccccc1
 : -2% | nt | 17% | 0.3% | -4% | i | i | -19% | -4.1
- O=C(CSc1nnc(-c2ccc(NS(=O)(=O)c3ccccc3)cc2)o1)NCC1CCCO1 (stereo unspecified)
 : -1% | 1% | nt | -0.7% | -6% | i | i | -61% | -12
- COc1ccc(-c2csc(NC(=O)CN3C(=O)C4CC=CCC4C3=O)n2)cc1OC (stereo unspecified)
 : nt | -11% | ? | -0.3% | -17% | i | i | -12% | 0.4

The order is random. About 4.4% of those tested had a hit in this group.
